# Source: PubChem BioAssay (National Center for Advancing Translational Sciences (NCATS))
# TDP1 cell CPT = DT40-hTDP1 cell growth loss with CPT. Potency, µM (highest dose often 46.2 µM), without a hit: at the top dose activity change, negative = growth inhibition, most hits filed as inhibitors. hit rate 12% among 420,000. chicken DT40 Tdp1-/-;hTDP1 cells + 20 nM CPT, ATP luminescence, 48 h; further: nearly all actives have a fitted effect of over 55% in size
#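 Cell growth measured by CellTiter-Glo luminescence after a minimum 48 h, 37 C compound exposure with 20 nM CPT in Tdp1-knockout DT40 cells stably expressing hTDP1, seeded 400/well; qHTS titration format.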
# GCN5L2 inh = blocks human GCN5L2 histone acetyltransferase. Q92830. GCN5L2 HAT assay, ThioGlo1 CoA-SH fluorescence. Potency, µM (top dose mostly 58.9 µM), for the others: top-dose activity change, negative = inhibition, usual class: inhibitors. hit rate 0.21% among 390,000. AID 504327
# Target sequence (Q92830 whole entry, looked up): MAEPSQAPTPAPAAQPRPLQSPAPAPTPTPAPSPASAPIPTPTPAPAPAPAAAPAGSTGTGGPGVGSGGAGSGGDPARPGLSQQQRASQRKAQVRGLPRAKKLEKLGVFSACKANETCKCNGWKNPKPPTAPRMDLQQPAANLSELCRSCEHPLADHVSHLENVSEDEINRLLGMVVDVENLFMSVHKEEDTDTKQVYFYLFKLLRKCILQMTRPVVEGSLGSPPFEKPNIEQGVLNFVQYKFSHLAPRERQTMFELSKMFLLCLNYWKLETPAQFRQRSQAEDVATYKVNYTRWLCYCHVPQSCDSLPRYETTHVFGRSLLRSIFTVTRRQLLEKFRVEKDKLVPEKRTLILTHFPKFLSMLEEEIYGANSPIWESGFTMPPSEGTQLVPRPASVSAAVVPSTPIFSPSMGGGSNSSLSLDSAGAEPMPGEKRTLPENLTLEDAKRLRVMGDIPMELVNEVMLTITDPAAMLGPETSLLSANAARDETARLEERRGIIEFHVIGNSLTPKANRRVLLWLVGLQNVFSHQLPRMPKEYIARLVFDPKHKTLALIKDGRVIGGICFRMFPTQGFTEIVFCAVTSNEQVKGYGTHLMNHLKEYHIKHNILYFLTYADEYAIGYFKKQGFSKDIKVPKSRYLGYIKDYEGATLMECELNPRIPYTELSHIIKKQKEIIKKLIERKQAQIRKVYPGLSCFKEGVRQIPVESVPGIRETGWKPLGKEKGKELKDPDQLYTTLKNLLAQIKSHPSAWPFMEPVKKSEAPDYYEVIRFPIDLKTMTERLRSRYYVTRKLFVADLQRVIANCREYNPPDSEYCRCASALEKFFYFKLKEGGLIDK
#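 ThioGlo1-coupled HAT assay: 20nM GCN5L2, 70uM acetyl-CoA, 75uM H3(1-25) peptide, pH 7.5. Fluorescence read at 340/540nm at start and after 20 min at room temperature.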
# DT40 TDP1 no CPT = qHTS for Inhibitors of human tyrosyl-DNA phosphodiesterase 1 (TDP1): qHTS in cells in absence of CPT; hit rate 15% among 420,000; AID 686978, 2013; Potency, µM (titrated, usually from 46.2 µM), without a hit: at the highest dose activity change, negative = growth inhibition, actives largely listed as inhibitors; DT40 Tdp1-/- hTDP1 cells, no CPT, ATP luminescence, 48 h; further: nearly all actives have a fitted effect of over 55% in size
#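 Luminescent ATP content (CellTiter-Glo) served as the growth readout. Knockout chicken DT40 cells expressing human TDP1 were exposed to compounds without camptothecin for a minimum 48 hr at 37 °C.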
# An asterisk follows results filed as active; u = inconclusive; x = not tested or not shown; [ ] = another dose, or the depositor's remark. The call rests on the fitted dose curve; in most records, active means well fitted curve in the direction sought with a large enough effect; inconclusive means small, poorly fitted or top-dose-only effect, or another doubt; inactive means no such curve, though single readings can be large; an effect the other way counts as inactive or inconclusive. On the % scale 0 is the no-effect control and ±100 the full control effect; potency means the concentration at half of the fitted maximal effect.
# Each structure is followed by: TDP1 cell CPT | GCN5L2 inh | DT40 TDP1 no CPT
> COC(=O)CNC(=O)CSc1nc2sccc2c(=O)n1-c1ccccc1
    5% | -6% | 6%
> CCN(Cc1ccccc1)S(=O)(=O)c1cc(Br)cc2c1N(C(=O)C1CC1)CC2
    10µM* | -4% | 8.2µM*
> CCOC(=O)N1CCN(Cc2nc3cc(NC(=O)c4ccco4)ccc3n2CC)CC1
    -20% | 1% | u
> O=C(c1ccco1)c1cn(CC(=O)N2CCCC2)c2ccccc12
    9% | -11% | 10%
> O=C(OC1CCN(c2ncc(C(F)(F)F)cc2Cl)CC1)c1ccccc1
    -2% | u | -7%
> CCOC(=O)c1c(CN2CCN(c3ccccc3)CC2)oc2cc(Br)c(O)cc12
    u | -1% | u
> Cc1ccc(C(=O)N2CCN(S(=O)(=O)c3cc(Br)ccc3Br)CC2)o1
    -9% | -3% | -22%
> CCOC(=O)c1c(/N=C/N(C)C)sc(C(=O)OC)c1C
    -23% | -8% | -2%
> CC1CN(C(NC(=O)c2ccccc2)C(Cl)(Cl)Cl)CC(C)O1 (stereo not given)
    1% | -14% | 3%
> CC(=O)Nc1ccc(S(=O)(=O)N2CCC(NC(=O)C(Cc3ccc(C)cc3)NC(C)=O)CC2)cc1 (stereo not given)
    -18% | -6% | 3%
> Cc1noc(/C=C/c2ccco2)c1S(=O)(=O)N1CCC(C(=O)Nc2ccc(F)c(Cl)c2)CC1
    5.2µM* | 0% | 4.6µM*
> O=C(CCCc1nc(-c2ccccc2Cl)no1)NC1CCCC1
    2% | -6% | u
> N#C/C(=C\c1ccc(-c2ccccc2[N+](=O)[O-])o1)C(N)=O
    -23% | -1% | 7%
> Cc1c(C(=O)/C=C/c2cccs2)oc2ccc(F)cc12
    u | -1% | u
> Cc1ccc(-c2noc(CSc3nnc(Cc4ccccc4)n3-c3ccc(Cl)cc3)n2)cc1
    -15% | -17% | -30%
> CCc1cc2c(cc3c(=O)n(CC(=O)NCCCN(CC)CC)nc(CC)n32)s1
    3% | -8% | -26%
> CNC(=O)C(=O)NCC1OCCN1S(=O)(=O)c1ccc2c(c1)OCCO2 (stereo not given)
    3% | -4% | 6%
> CC(NC(=O)C(=O)NCCN1CCN(C(=O)c2ccccc2Br)CC1)c1ccccc1 (stereo not given)
    -8% | -5% | -4%
> CCC1=C(OC(=O)N(CC)CC)N2C(=O)OC(=NCCOC)[C@]2(Cc2ccccc2)[C@H]2C1=CC[C@H]1C(=O)NC(=O)[C@H]12
    u | -11% | u
> COc1ccccc1N1CC(C(=O)NC2CCCCCC2)CC1=O (stereo not given)
    u | -1% | u
> CN(Cc1ccc(Cl)cc1)C(=O)COC(=O)c1ccc(-c2ccc(O)cc2)cc1
    u | -2% | 7%
> O=C(CCC1N=C2c3ccccc3N=C(SCc3ccc(Cl)cc3)N2C1=O)NC1CCCCC1 (stereo not given)
    -86% | -7% | 13µM*
> CC(=O)c1ccc(NC(=O)COC(=O)c2ccccc2Nc2ccccc2)cc1
    -14% | u | u
> O=C(O)C1CC1(c1ccccc1)c1ccccc1 (stereo not given)
    7% | 3% | -9%
> O=C(NCc1cccc2ccsc12)c1cccs1
    u | 3% | u
> Clc1ccccc1N1CCN(Cc2c[nH]c3ccccc23)CC1
    2.6µM* | x | 5.2µM*
> COc1ccc(-c2nc3cnc(OC)nc3n(CCc3ccccc3)c2=O)cc1
    -11% | -3% | 7%
> CC1CCCCC1NC(=O)NC(=O)CCl (stereo not given)
    2.9µM* | -8% | 5.2µM*
> O=C(CSc1ccc(Cl)cc1)Nc1cccc(-c2nc3ccccc3[nH]2)c1
    9.2µM* | -12% | 10µM*
> CCCCCCC(NC(=O)Cc1ccc2ccccc2c1)C(=O)O (stereo not given)
    1% | 0% | -20%
> C=CCN1C(=O)C(Cc2cccc(Cl)c2)S/C1=N/N=C/c1ccco1 (stereo not given)
    u | u | -28%
> O=C(OCn1nnc2ccccc2c1=O)c1ccc2ccccc2n1
    -6% | -3% | -11%
> Cc1cc(C)n(C)c(=O)c1C#N
    -2% | 0% | 17%
> O=c1c(-c2cc(-c3ccc(Cl)cc3)nc3c2COc2ccccc2-3)coc2ccccc12
    -24% | 2% | -6%
> O=C(CSCCS(=O)(=O)c1ccc(Cl)cc1)Nc1ccccc1
    -14% | -4% | -24%
> COCCNC(=O)c1ccccc1NC(=O)COc1ccccc1
    -21% | -9% | 4%
> CC(C)N1CCC(N2CCN(Cc3ccc4nsnc4c3)CC2CCO)CC1 (stereo not given)
    -15% | 2% | -10%
> COc1ccccc1N(C(=O)c1snc(C(N)=O)c1N)C(C(=O)NC1CCCCC1)c1cccc(OC)c1OC (stereo not given)
    u | -10% | 16µM*
> Cc1ccc(C)c(N2CCN(C(=O)C3CCN(S(=O)(=O)c4c(C)noc4C)CC3)CC2)c1
    10µM* | -5% | 8.2µM*
> Nc1cccc(-c2nc3cc(S(=O)(=O)c4ccc5oc(-c6cccc(N)c6)nc5c4)ccc3o2)c1
    8.2µM* | -2% | u

# Four of the compounds above, as tab-separated lines.
Compound	TDP1 cell CPT	GCN5L2 inh	DT40 TDP1 no CPT
COC(=O)CNC(=O)CSc1nc2sccc2c(=O)n1-c1ccccc1	5%	-6%	6%
CCN(Cc1ccccc1)S(=O)(=O)c1cc(Br)cc2c1N(C(=O)C1CC1)CC2	10µM*	-4%	8.2µM*
CCOC(=O)N1CCN(Cc2nc3cc(NC(=O)c4ccco4)ccc3n2CC)CC1	-20%	1%	u
O=C(c1ccco1)c1cn(CC(=O)N2CCCC2)c2ccccc12	9%	-11%	10%

# Further structures follow:
# Each structure is followed by: TDP1 cell CPT | GCN5L2 inh | DT40 TDP1 no CPT
> CCOC(=O)c1oc2ccccc2c1NC(=O)C1CCCCC1
    -18% | 1% | -37%
> N/C(COc1ccc(Cl)cc1Cl)=N\O
    2% | -7% | -9%
> Cc1nnc(SCC(=O)NNC(=O)c2ccccc2)n1Cc1ccccc1
    -9% | -9% | 1%
> COc1ccc(C(=O)c2oc3ccc(Br)cc3c2NC(C)=O)cc1
    -24% | 0% | u
> COc1ccc2oc(C)c(NC(C)=O)c2c1
    3% | -4% | 1%
> O=c1[nH][nH]c(-c2ccccc2)c1C=Nc1ccc(Cl)cc1
    -11% | 1% | -15%
> CCOc1ccc2nc(NC(=O)CN3C(=O)NC4(CCCC4)C3=O)sc2c1
    -20% | -5% | -6%
> COc1cc(NC(=O)c2ccccc2Cl)c2ncccc2c1
    u | -3% | u
> COC(=O)c1cc(C(=O)OC)cc(N2C(=O)CC(NNC(=O)c3ccccc3Br)C2=O)c1 (stereo not given)
    4% | -13% | 6%
> CCCCN1C(=O)C(O)(c2c(C)[nH]c3ccccc23)c2cc(Br)ccc21 (stereo not given)
    5.8µM* | -8% | 4.1µM*
> O=C(CN1CCC(n2nnc3cc(F)ccc32)CC1)NC1CCCCC1
    10% | 2% | -29%
> COc1cccc2cc(C(=O)Nc3ccc(C)cc3)c(=O)oc12
    -6% | 3% | -1%
> CC1=C(C(=O)N(C(C)C)C(C)C)CC(CC(=O)NCc2ccco2)C(=O)N1Cc1ccc(C(C)(C)C)cc1 (stereo not given)
    21µM* | x | 16µM*
> CCC(C)N(C(=O)CSc1nnc(NC(C)C)s1)C1CCS(=O)(=O)C1 (stereo not given)
    2% | -1% | 9%
> CC1(CCc2ccccc2)NC(=O)N(CC(=O)Nc2ccccc2)C1=O (stereo not given)
    u | -2% | -14%
> Cc1ccc(S(=O)(=O)Nc2cccc(-c3ccc(N4CCCCCC4)nn3)c2)cc1
    u | -7% | u
> CCOc1c(Br)cc(C2NS(=O)(=O)N=C3CCCCCN32)cc1OC (stereo not given)
    u | -5% | 16µM*
> COC(=O)CP(=O)(c1ccccc1)c1ccccc1
    -7% | -9% | -35%
> COc1ccc(CNC(=O)CN(C)S(=O)(=O)c2ccc(Br)s2)cc1
    u | -5% | u
> Cc1ccccc1Nc1nc(Nc2ccccc2C)nc(SC2=NCCS2)n1
    23µM* | -1% | 21µM*
> CC1CN(CC(=O)NCCc2ccncc2)Cc2ccccc2O1 (stereo not given)
    6%[9.04 µM] | x | -11%
> CCN(C[C@H]1N[C@@](CC)(C(=O)OC)[C@H]2C(=O)N(C)C(=O)[C@@H]12)S(=O)(=O)c1ccc(C(C)(C)C)cc1
    u | -2% | u
> C=CCNC(=O)/C(=C/c1ccco1)NC(=O)c1ccc(Br)o1
    2% | 0% | -15%
> COC(=O)C[C@H]1C=C[C@H](NC(=O)Nc2ccccc2F)[C@@H](CO)O1
    1% | x | 3%
> COCCN(C(=O)COC(=O)C1COc2ccccc2O1)c1c(N)n(Cc2ccccc2)c(=O)[nH]c1=O (stereo not given)
    6% | 0% | 1%
> Cc1ccc(NC(=O)Cn2c(O)c(N=NC(=O)c3cc4ccccc4cc3O)c3ccccc32)cc1
    7.3µM* | -18% | 7.3µM*
> COC(=O)CCN(C(=O)c1ccc2c(c1)OCO2)c1ccccn1
    -13% | -3% | -28%
> COc1ccc(-c2cc3ccccc3cn2)cc1
    -30% | -20% | -30%
> Cc1onc(-c2ccccc2Cl)c1C(=O)Nc1ccc(OCC(=O)N2CCOCC2)cc1
    -14% | 1% | -4%
> CCn1cnc2cc(NCc3nc4ccccc4n3C)ccc21
    -15% | 0% | u
> CC(C)(C)OC(=O)N1CCC[C@H]1C(=O)Nc1ccc(C#N)cc1
    -8% | u | u
> O=C(c1cc2ccccc2o1)N1CCN(Cc2nc3ccccc3s2)CC1
    -6% | x | u
> COc1cccc(NC(=O)CN(c2ccccc2OC)S(=O)(=O)c2cccs2)c1
    u | -6% | 21µM*
> COc1cccc(/C=N/NC(=O)c2cc3c(OC)cccc3[nH]2)c1O
    5.2µM* | -6% | 6.5µM*
> O=C(Nc1ccc2[nH]ncc2c1)c1ccc(F)cc1
    1% | -13% | -12%
> O=C(CS(=O)(=O)Cc1ccccc1)Nc1ccccc1Cl
    4% | 1% | 8%
> C#CCOCCOCCOCCNc1nc(N2CCN(C(=O)[C@H](CCCCN)n3cc([C@@H](N)CC(N)=O)nn3)CC2)nc(N2CCN(C(=O)[C@H](CCCCN)n3cc([C@@H](N)CC(N)=O)nn3)CC2)n1
    -15% | -6% | 4%
> COc1ccccc1N1CCN(C(=O)CCc2c[nH]c3ccccc23)CC1
    u | -4% | -29%
> NC(=O)c1ccc(NC(=O)CSc2nncn2-c2ccccc2)cc1
    -1% | -1% | 9%
> Cc1ccc(OCC(=O)Nc2nnc(S(=O)(=O)N3c4ccccc4CC3C)s2)cc1 (stereo not given)
    u | -5% | -45%

# Five compounds from above, limited to TDP1 cell CPT:
structure,TDP1 cell CPT
COC(=O)CCN(C(=O)c1ccc2c(c1)OCO2)c1ccccn1,-13%
COc1ccc(-c2cc3ccccc3cn2)cc1,-30%
Cc1onc(-c2ccccc2Cl)c1C(=O)Nc1ccc(OCC(=O)N2CCOCC2)cc1,-14%
CCn1cnc2cc(NCc3nc4ccccc4n3C)ccc21,-15%
CC(C)(C)OC(=O)N1CCC[C@H]1C(=O)Nc1ccc(C#N)cc1,-8%

# Next section:
# Each structure is followed by: TDP1 cell CPT | GCN5L2 inh | DT40 TDP1 no CPT
> CCCN(C(=O)Cn1ncc2c([nH]c3ccc(C)cc32)c1=O)c1ccccc1C
    u | 28% | u
> O=[N+]([O-])c1ccccc1S(=O)(=O)NCc1cccnc1
    8.9µM* | -1% | 21µM*
> CCOC(=O)c1c(C)[nH]c(C(=O)N/N=C/c2cccc(OC)c2)c1C
    u | -2% | 15µM*
> CCOCCCNC(=O)c1ccc(-n2c(=S)[nH]c3ccccc3c2=O)cc1
    2% | -4% | -5%
> COCc1ccc(-c2c(-c3ccsc3)oc(=O)c3cc(OC)c(OC)cc23)cc1
    u | 0% | 21µM*
> O=C(NC1CC1)C1=NOC(CNc2ncc(C(F)(F)F)cc2Cl)C1 (stereo not given)
    0% | 0% | -12%
> CCOC(=O)Oc1c(OC)cc(C(=O)O[C@@H]2C[C@@H]3CN4CCc5c([nH]c6cc(OC)ccc56)[C@H]4C[C@@H]3[C@H](C(=O)OC)[C@H]2OC)cc1OC
    23µM* | -12% | 13µM*
> O=C1c2ccccc2NC(c2cccc(Cl)c2)N1N=C1CCCCCC1 (stereo not given)
    -5% | -11% | -10%
> O=C(Nc1ccc2oc(=O)ccc2c1)c1cccnc1
    7% | -1% | 20%
> CCCCC(=O)Nc1nnc(C2=COCCO2)o1
    8% | -1% | 8%
> CCN(CC)c1cc2c(cc1F)c(=O)c(S(=O)(=O)c1ccc(C)cc1)cn2Cc1ccc(F)cc1
    u | -5% | u
> O=C(CSc1nnc(-c2ccco2)o1)c1ccc[nH]1
    -18% | -25% | u
> O=C(O)CSCc1nc2scc(-c3ccccc3)c2c(=O)[nH]1
    1% | -12% | -1%
> Cc1nc(C)c(-c2nnc(-c3cccc(S(=O)(=O)N(C)C)c3)o2)cc1C(=O)NN
    2% | -7% | u
